# aSyn tox rescue: inhibitors of alpha-synuclein toxicity in yeast; S. cerevisiae alpha-synuclein toxicity rescue, BacTiter-Glo growth, 24 h; Potency, µM (titrated, usually from 46.1 µM), inactives show at the highest dose growth rescue (activation), most hits filed as activators; actives 0.02% (n = 94,000); active = well fitted activation curve with a large enough effect; inconclusive = small, poorly fitted or top-dose-only effect; note: 0% is about no effect
#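 Growth restoration measured by BacTiter-Glo luminescence after 24 hr at 30 deg C; alpha-synuclein yeast, raffinose-pregrown to mid-log, were added at OD600=0.02 in galactose medium onto pinned compounds.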
# An asterisk follows results filed as active; u = inconclusive; [ ] = dose if it differs, or a comment. Potency is the fitted concentration of half-maximal effect. An excerpt; count on the stated rates, not on these rows.
SMILES,aSyn tox rescue
COc1cccc(CNC(=O)c2cc(S(=O)(=O)N3CCCC3)cn2C)c1,-10%
CC(C)C(=O)Nc1cccc(N2CCN(CCCN3C(=O)C4CCCCN4C3=O)CC2)c1 (stereo unspecified),0%
COc1cccc(-c2noc(-c3cc(C(C)C)[nH]n3)n2)c1OC,-10%
O=C(Cc1cccc(C(F)(F)F)c1)N1CCCC1,-22%
CCCn1c(=O)sc2cc(NC(=O)c3ccc(OC)c(Br)c3)ccc21,0%
O=C(COc1ccccc1)NCCc1cn2ccsc2n1,0%
CCOCCOC(=O)c1ccc(NC(=O)/C=C/c2ccc(OC)c(OC)c2)cc1,-9%
COc1cc(C(=S)N2CCN(C)CC2)ccc1OCC(=O)NCc1ccccc1,5%
C[C@@H]1CN([C@@H](C)CO)C(=O)c2cc(Br)cnc2O[C@H]1CN(C)C(=O)Nc1ccc(F)cc1,7%
CCOC(=O)c1ccc(N2C(=O)c3[nH]nc(-c4ccc(OCC)cc4)c3C2c2ccc(OC)cc2OC)cc1 (stereo unspecified),-3%
COc1ccc(CNC(=O)CCC(=O)N2CCSc3ccccc32)cc1,-7%
COc1ccc(OC)c(C2=CC(=O)C[C@H](c3ccc(F)cc3)C2)c1,3%
COc1ccc(-c2cc(C(=O)NCCc3ccc(OC)c(OC)c3)c3ccccc3n2)cc1,-16%
CC(=O)c1ccc(Oc2nc(-c3cccnc3)nc3ccccc23)cc1,2%
Cc1ccc(Cl)cc1NC(=O)Cn1cc2c(n1)CCCC2,9%
C=CCN(c1ccccc1)S(=O)(=O)c1cccc(C(=O)N2CCCC2)c1,6%
N#C/C(=C\c1ccc(F)cc1)C(=O)NCC1CCCO1 (stereo unspecified),0%
CCOc1cc(/C=C2\C(=N)N3N=C(S(C)(=O)=O)SC3=NC2=O)ccc1OCCOc1cccc(OC)c1,-3%
CC(=O)Nc1ccc(S(=O)(=O)NCc2nnnn2-c2ccc(F)cc2)cc1,-3%
Cc1cc(C)c(S(=O)(=O)NCCc2csc3nc(-c4ccc(Cl)cc4)nn23)c(C)c1,19%
Cc1cc(=O)n2nc(N3CCC(C(=O)NCc4ccccc4)CC3)sc2n1,-2%
O=C(O)CCCN1C(=O)/C(=C/c2ccncc2)SC1=S,12%
CCOC(=O)CSc1ncnc2c1c(-c1ccccc1)cn2-c1ccc(OC)cc1,-10%
COc1cc(CCC(=O)NCc2ccc3c(c2)CCN3C(=O)c2cccc(C)c2)cc(OC)c1OC,-11%
CCOc1ccc(CCNC(=O)CS(=O)(=O)Cc2nc(-c3ccc(OC)cc3)oc2C)cc1,-4%
O=c1[nH]nnc2c1sc1nc(N3CCOCC3)c3c(c12)CCCC3,-10%
CCCCNC(=O)c1cc2c(=O)n3cccc(C)c3nc2s1,-23%
O=C(NCc1ccccc1Cl)c1ccc2c(c1)NC(=O)C(CS(=O)(=O)Cc1ccc(F)cc1Cl)N2 (stereo unspecified),-7%
CCS(=O)(=O)c1ccc(O)c(NC(=O)Nc2cccc3ccccc23)c1,3%
COc1ccccc1NC(=O)c1cc2c(-c3ccccc3)nn(-c3ccccc3)c2s1,7%
CCOc1ccc(NC(=O)C/C(C)=N/NC(=O)COc2ccc(Br)cc2C)cc1,9%
CN(CCO)c1nc(N)c(C#N)c(CC#N)c1C#N,-6%
COc1cccc(-c2nc(SCC(=O)NCc3ccco3)c3c(=O)n(C)c(=O)n(C)c3n2)c1,-4%
Cc1ccc([N+](=O)[O-])cc1S(=O)(=O)Nc1cccc(-c2ccc(N3CCOCC3)nn2)c1,4%
O=S(=O)(Nc1ccc(-c2ccc(N3CCCC3)nn2)cc1)c1cccc(C(F)(F)F)c1,-6%
Cc1ccc(O)c(NC(=O)C2CCCCC2)c1,-12%
COc1cc(/C=N/NS(=O)(=O)c2ccc(C(C)(C)C)cc2)cc([N+](=O)[O-])c1O,-9%
CCOc1ccc(Nc2nc(Nc3ccc(OCC)cc3)nc(N3CCOCC3)n2)cc1,-3%
O=[N+]([O-])c1cnn(-c2nc(-c3ccco3)cc(C(F)(F)F)n2)c1,6%
O=C(NC1CC(=O)N(c2ccccc2)C1)c1ccc(S(=O)(=O)N2CCCCC2)cc1 (stereo unspecified),-1%
CC1CCCN(C(=O)CSc2n[nH]c(-c3cccs3)n2)C1 (stereo unspecified),1%
COc1cccc(N2CCN(C(=O)C3Cc4ccccc4N3C(C)=O)CC2)c1 (stereo unspecified),5%
O=C(CNC(=O)c1ccc(Cl)cc1)OCc1cc(=O)n2nc(C3CCCCC3)sc2n1,3%
Cc1ccc(Cl)cc1N1CCN(C(=O)CCCCCn2c(=O)[nH]c3ccccc3c2=O)CC1,-2%
COCCCNC(=O)CN(c1ccc(F)cc1)S(=O)(=O)c1ccc2c(c1)OCCO2,12%
COc1cc(OC)cc(N2C(=O)CSC23C(=O)Nc2ccccc23)c1 (stereo unspecified),8%
COc1ccc2oc(C(=O)N3CCN(C(c4ccccc4)c4ccccc4)CC3)c(C)c2c1,-7%
CC1(C)C(=O)N(c2ccccc2Cl)C(=O)c2ccccc21,21%
O=C1CN(C(=O)COC(=O)c2cccc(OCc3ccccc3)c2)c2ccccc2N1,8%
O=C(CN1CCCN(Cc2ccccc2Cl)S1(=O)=O)NCc1ccccc1,2%
COc1cccc2c1OCC(CN1CCN(CCC(C)C)C(CCO)C1)=C2 (stereo unspecified),6%
COc1ccc(/C=C/C(=O)OCC(=O)c2ccc(S(=O)(=O)N3CCCCC3)cc2)cc1OC,-1%
Cc1cccc(Cn2cc(S(=O)(=O)c3ccc(Cl)cc3)c(=O)c3cc4c(cc32)OCO4)c1,-3%
CC1CCCC(NC(=O)C2CCN(S(=O)(=O)c3cccc4nonc34)CC2)C1C (stereo unspecified),4%
COc1ccc(CCNC(=O)COc2ccc(S(=O)(=O)NCC(C)C)cc2Cl)cc1OC,-4%
O=C(c1ccccc1-c1ncc[nH]1)N1CCc2c([nH]c3ccccc23)C1c1ccccn1 (stereo unspecified),-7%
CCOC(=O)c1c(NC(=O)C2CC(Cl)=CCC2C(=O)O)sc2c1CC(C)(C)OC2 (stereo unspecified),1%
O=[N+]([O-])c1ccc(S(=O)(=O)Nc2nc3ccccc3nc2Nc2ccccc2)cc1,-1%
COc1cc(C2c3c(oc4ccccc4c3=O)C(=O)N2Cc2ccc(C)cc2)ccc1O (stereo unspecified),-3%
COC(=O)c1ccc(NC(=O)CN2CCN(c3ccc(Cl)cc3)CC2)cc1,7%

# Additional compounds:
SMILES,aSyn tox rescue
CCOC(=O)c1ccc(N2C(=O)c3n[nH]c(-c4ccco4)c3C2c2ccc(O)cc2)cc1 (stereo unspecified),-14%
O=C(Cn1cccc1)N1CCN(c2ccc(F)cc2)CC1,u
CCCCc1nn2c(=O)cc(COC(=O)C(C)Oc3ccccc3)nc2s1 (stereo unspecified),-2%
COc1cc(NC(=O)CCS(=O)(=O)c2nc(-c3cccs3)cc(C(F)(F)F)n2)cc(OC)c1OC,0%
CC1(C(=O)Nc2nc3ccc(S(C)(=O)=O)cc3s2)CC1(Cl)Cl (stereo unspecified),-1%
Cc1ccccc1OCC(=O)Nc1ccc2nc(SCC(=O)N3CCCC3)sc2c1,-17%
CN(CC(=O)Nc1cccc(F)c1)C(=O)c1ccc(N2CCCCCC2)c([N+](=O)[O-])c1,14%
COc1cccc(NC(=O)Cn2c(=O)n(CCc3ccc(OC)c(OC)c3)c(=O)c3ccccc32)c1,-7%
CN(C(=O)COC(=O)c1ccc(Cl)s1)C1(C#N)CCCCC1,7%
Cc1ccc(CN(C(=O)COc2ccc([N+](=O)[O-])cc2)c2ccccn2)cc1,8%
CCOc1cc(NC(=S)NCCCN2CCOCC2)c(OCC)cc1NC(=O)c1ccco1,10%
CCOc1ccccc1N(CC(=O)N/N=C(\C)c1cccc(Br)c1)S(C)(=O)=O,3%
CCOC(=O)N1CCN(c2c(N3CCN(c4ccccc4F)CC3)c(=O)c2=O)CC1,7%
C=CCn1c(SCCCC)nc(O)cc1=O,0%
Cc1sc(-c2cc3c([nH]c2=O)CC(c2ccccc2)CC3=O)nc1-c1ccc(Cl)cc1 (stereo unspecified),-10%
CCOc1ccc(CNC(=O)C2=Cc3cc(Br)ccc3OC2)cc1OC,4%
Cc1oc(-c2ccc(Cl)cc2)nc1CS(=O)CC(=O)NCCc1ccccc1 (stereo unspecified),1%
Cc1ccc2nc(Cl)nc(-c3ccccc3)c2c1,-11%
Cc1ccc(N(CC(=O)NC2CCCCC2)C(=O)CNC(=O)c2ccco2)cc1C,3%
CN1c2ccc(Cl)cc2-c2nc(SCC(=O)Nc3cc(F)ccc3F)ncc2S1(=O)=O,-3%
COc1ccc(CN(C)C[C@H]2OCCCC[C@H](C)Oc3ccc(NC(=O)CCC(F)(F)F)cc3C(=O)N([C@@H](C)CO)C[C@@H]2C)cc1,6%
Cc1nn(CC(=O)N2CC(=O)Nc3ccccc32)c(C)c1[N+](=O)[O-],7%
Cc1cccc(C(=O)NNC2=CC(=O)CC(C)(C)C2)c1O,-15%
CC1CCc2[nH]c3ccc(C(=O)N(C)CC(=O)Nc4cccc(F)c4)cc3c2C1 (stereo unspecified),1%
COc1ccc(NC(=O)c2cccc3ccccc23)cc1OC,2%
O=C(N/N=C/c1ccc(O)c(O)c1)NC12CC3CC(CC(C3)C1)C2,-46%[inhibitor]
Cc1ccc2c(=O)cc(C(=O)Nc3c(C(=O)Nc4cccc(Cl)c4)oc4ccccc34)oc2c1,3%
COc1ccccc1NC(=O)Cn1nnc(C(=O)NCc2cccs2)c1N,-4%
COc1ccccc1Cc1nc2ccccc2nc1SCC(=O)NCc1ccc(C)cc1,-10%
CCOC(=O)c1ccc(NC(=O)c2oc3c(c2C)-c2nn(Cc4ccccc4Cl)cc2CC3)cc1,8%
Cc1ccn2c(=O)cc(COc3ccc(NC(=O)C(C)(C)C)cc3)nc2c1,-3%
O=c1cc(-c2ccccc2)nc(/C=C/c2ccccc2)[nH]1,1%
CCN(Cc1ccccc1)Cc1c(O)ccc2c(=O)c(-c3ccc(Cl)cc3Cl)coc12,-14%
Cc1ccc([C@@H]2C[C@H]3[C@@H](CN2S(=O)(=O)c2ccc(Cl)cc2)C(=O)C[C@@H](c2ccccc2F)N3S(=O)(=O)c2ccc(C)cc2)cc1,2%
CCOc1ccccc1NC(=O)Cn1c(=O)n(-c2ccc(F)cc2)c(=O)c2sc3ccccc3c21,-6%
CCc1ccc(OCC(=O)NCC(c2ccc(Cl)cc2)N2CCOCC2)cc1 (stereo unspecified),2%
O=C(/C=C/Nc1ccc(S(=O)(=O)Nc2cnc3ccccc3n2)cc1)c1ccccc1,4%
CCCCn1c(N)c(N(CC)C(=O)c2cccc(C)c2)c(=O)[nH]c1=O,-3%
Cc1ccc(C2=NS(=O)(=O)N(C)C(C(=O)NC(C)c3ccccc3)=C2)cc1 (stereo unspecified),1%
O=C(CCCC(=O)N1CCN(c2cccc(Cl)c2)CC1)c1ccccc1,24%
NC(=O)CSc1nnc(-c2cc(-c3ccc(Cl)cc3)nc3ccccc23)o1,1%
CCn1c(=O)c([N+](=O)[O-])c(NC2CCS(=O)(=O)C2)c2ccccc21 (stereo unspecified),-1%
COc1ccc(C(C(=O)NC2CCCC2)N(C(=O)Cc2cccs2)C2CC2)cc1OC (stereo unspecified),1%
C=CCN1C(=O)C(=Cc2ccc3c(c2)CCC3)SC1=S,-6%
COc1cccc(N(C(=O)c2snc(C(N)=O)c2N)C(C(=O)NCC2CCCO2)c2c[nH]c3ccccc23)c1 (stereo unspecified),7%
O=C(CCCCCn1c(=O)[nH]c2ccccc2c1=O)N1CCN(c2cccc(C(F)(F)F)c2)CC1,0%
CCCN(C(=O)c1cc2c(=O)oc3ccccc3c2s1)c1ccccc1C,4%
CC(C)CN(C(=O)Cn1nnc(-c2ccc(Cl)cc2)n1)C1CCS(=O)(=O)C1 (stereo unspecified),-4%
Cc1ccc(C(=O)NCC(=O)OCc2nc3ccsc3c(=O)[nH]2)cc1C,6%
CCNc1nc(Oc2ccc(F)cc2)cc(C(F)(F)F)n1,-5%
Cc1ccc(-c2nc3c4cnn(-c5cc(Cl)ccc5Cl)c4ncn3n2)cc1,-3%
C[C@H](CO)N1C[C@H](C)[C@H](CN(C)C(=O)Nc2ccc(N3CCN(C)CC3)cc2)OCc2cnnn2CCCC1=O,-9%

# Screening results as filed in PubChem BioAssay.
